Screens (PubChem BioAssay)
hERG protect: hERG rescue from dofetilide block, primary screen, cell-based, CHO-hERG, FluxOR thallium flux, dofetilide IC70. activation (rescue from dofetilide block), less the hit threshold, % at 10 µM. Voltage-gated inwardly rectifying potassium channel KCNH2 (Homo sapiens), Q12809. dofetilide IC70 present. 310,000 compounds, 0.51% hits;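 active = activation above the mean of controls blocked by dofetilide plus 5 SD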;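 note: thallium influx through hERG after potassium depolarization seen as dye fluorescence rise; in these data hits start at about 4.7%; inactives centre near -7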
KCNK9 inh: KCNK9 potassium channel inhibitors, primary screen, HEK293 cells, thallium flux; Potassium channel subfamily K member 9 (Homo sapiens), Q9NPC2; FluxOR thallium flux fluorescence; stronger effect = lower value; B-score at 10 µM; 310,000 compounds, 1.2% hits;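 active = ratio B-score over 3 SD below the library mean, with starting fluorescence within 5 SD of its mean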;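 note: negative B-score means less thallium flux so channel inhibition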
Target sequence (Q9NPC2 whole entry, looked up): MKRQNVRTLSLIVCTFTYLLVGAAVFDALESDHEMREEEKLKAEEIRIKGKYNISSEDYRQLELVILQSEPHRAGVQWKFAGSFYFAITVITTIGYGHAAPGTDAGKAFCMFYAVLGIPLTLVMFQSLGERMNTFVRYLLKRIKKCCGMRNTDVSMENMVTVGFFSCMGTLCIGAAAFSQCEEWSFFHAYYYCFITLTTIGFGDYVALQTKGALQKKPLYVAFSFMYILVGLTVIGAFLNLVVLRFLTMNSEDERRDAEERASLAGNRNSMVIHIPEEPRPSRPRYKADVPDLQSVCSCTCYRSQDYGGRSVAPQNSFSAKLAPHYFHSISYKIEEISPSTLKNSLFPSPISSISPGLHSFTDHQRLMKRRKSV
KCNQ1 inh: inhibitors of human KCNQ1 channel, primary screen, cell-based, thallium flux, high-throughput. 310,000 compounds, 1.3% hits. CHO-K1 KCNQ1, FluxOR thallium flux fluorescence; stronger effect = higher value. Potassium voltage-gated channel subfamily KQT member 1 (Homo sapiens), P51787. AID 2642, 2010. B-score at 10 µM;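 active = compounds whose thallium flux B-score, printed positive for inhibition, exceeds three library SD while starting fluorescence stays within three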;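 note: channel opened by potassium depolarization with thallium stimulus after 20 min compound exposure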
HDAC3 inhib: HDAC3 deacetylase inhibitors, primary screen, biochemical, fluorescence, cell-free homogeneous. Histone deacetylase 3 (Homo sapiens), O15379. recombinant HDAC3, fluorogenic peptide/trypsin coupled. inhibition, % at 8.3 µM. 320,000 compounds, 0.15% hits. AID 2718, 2010; in the data active = inhibition above about 26%, passing the limit was not always enough
RGS4 inh: RGS4 inhibitors, primary screen, cell-based, HEK293 M3R inducible RGS4, calcium flux. Regulator of G-protein signaling 4 (Homo sapiens), P49798. Fluo-4 calcium flux; stronger effect = higher value; triggered by carbachol at its EC20. B-score at 10 µM. 310,000 compounds, 0.45% hits. AID 463165, 2010;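 active = B-score, a plate-corrected calcium signal, over three deviations above library mean, with baseline fluorescence within five deviations of library mean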;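 note: RGS4 expression induced by doxycycline in cells with stable M3 receptor; B-score is computed from the integrated fluorescence ratio over baseline after carbachol; higher B-score means a larger calcium signal and so more RGS4 inhibition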
Target sequence (P49798 whole entry, looked up): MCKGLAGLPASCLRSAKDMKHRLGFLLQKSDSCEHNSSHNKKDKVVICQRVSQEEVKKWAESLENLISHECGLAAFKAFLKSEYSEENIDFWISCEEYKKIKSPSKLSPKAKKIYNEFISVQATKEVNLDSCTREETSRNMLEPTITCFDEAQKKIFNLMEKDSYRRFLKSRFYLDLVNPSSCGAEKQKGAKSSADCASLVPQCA
RGS4 act: RGS4 potentiators or activators, primary screen, cell-based, HEK293 M3R inducible RGS4, calcium flux | carbachol calcium flux Fluo4; stronger effect = lower value | B-score at 10 µM | 310,000 compounds, 0.92% hits;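 active = B-score of the integrated calcium signal more than 4 SD below the library mean, with starting fluorescence not abnormally high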;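 note: negative B-score means reduced calcium response which marks RGS4 activation or potentiation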
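Detection: kinetic calcium fluorescence imaging with Fluo4-AM dye, 2 µM / Material: HEK293 cells with stable M3R and inducible RGS4 / Schedule: recording 10 s baseline at 1 Hz, 100 s post-agonist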
ANO1 activ: TMEM16A chloride channel activators or potentiators, primary screen, cell-based, HTS; Anoctamin-1 (Mus musculus), Q8BHY3; AID 623877, 2012; HEK293 TMEM16A/YFP-H148Q/I152L, iodide quench fluorescence; stronger effect = lower value; B-score at 10 µM; 340,000 compounds, 0.3% hits;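 active = fluorescence-ratio B-score plate-corrected deviation score at least 3 library SD below zero, with starting fluorescence score within 5 deviations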;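 note: channel opened by trigger with iodide after compound preincubation; score built on the fluorescence ratio of max minus min over baseline; more negative score means more quench and so TMEM16A activation or potentiation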
KCNQ1 act: potentiators or activators of KCNQ1 channel, primary screen, cell-based, thallium flux, high-throughput; Potassium voltage-gated channel subfamily KQT member 1 (Homo sapiens), P51787; CHO-K1 KCNQ1, thallium flux FluxOR fluorescence; stronger effect = higher value; B-score at 10 µM; 310,000 compounds, 0.35% hits; AID 2648, 2010;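 active = fluorescence ratio B-score, a plate-corrected score, at least three library SD, with initial intensity B-score within 5 SD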
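Assay system: CHO-K1 cells stably expressing KCNQ1. Medium: assay buffer for compound exposure, DMSO matched across wells. Timing: 37 °C overnight plating, 90-min dark dye load, 20-min compound pretreatment. Signal: kinetic FluxOR fluorescence, 10 s baseline plus 110 s post-stimulus.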
KCNK3 block: human KCNK3 channel inhibitors, primary screen, CHO cells, FluxOR thallium flux, B-score. AID 602410, 2012. Potassium channel subfamily K member 3 (Homo sapiens), O14649. FluxOR fluorescence; stronger effect = lower value. 340,000 compounds, 0.84% hits. B-score at 10 µM;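 active = B-score under library mean minus 4 SD, starting fluorescence ratio at most library mean plus 5 SD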;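 note: more negative B-score means stronger inhibition of thallium flux through KCNK3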
Target sequence (O14649 whole entry, looked up): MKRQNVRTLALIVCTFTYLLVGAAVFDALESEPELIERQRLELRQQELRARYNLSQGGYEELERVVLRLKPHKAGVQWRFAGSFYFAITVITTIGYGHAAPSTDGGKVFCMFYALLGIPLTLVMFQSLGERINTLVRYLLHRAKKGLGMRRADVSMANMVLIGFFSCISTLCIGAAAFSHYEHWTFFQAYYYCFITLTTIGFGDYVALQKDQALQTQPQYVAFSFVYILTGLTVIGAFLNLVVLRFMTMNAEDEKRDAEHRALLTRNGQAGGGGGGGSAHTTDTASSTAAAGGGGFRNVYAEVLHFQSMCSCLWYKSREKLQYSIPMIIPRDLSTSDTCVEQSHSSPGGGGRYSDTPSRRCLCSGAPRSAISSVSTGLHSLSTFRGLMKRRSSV
ANO1 block: TMEM16A chloride channel inhibitors, primary screen, cell-based, HTS. normalized B-score (activity score, 25-100; higher = stronger inhibition) at 10 µM. 310,000 compounds, 1.2% hits. AID 588511, 2011. HEK293 TMEM16A/YFP iodide influx fluorescence, ionomycin. Anoctamin-1 (Mus musculus), Q8BHY3;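 active = ratio plate-corrected score three or more library SD toward inhibition, starting fluorescence score within five deviations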;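 note: score derived from kinetic fluorescence span divided by baseline fluorescence per well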
SKKanGAS inh: S. pyogenes SKKanGAS growth inhibitors in kanamycin, primary screen, streptokinase expression inhibitor project, SKKanGAS strain, BacTiter-Glo luminescence | 6 h | inhibition, % at 7.5 µM | 300,000 compounds, 1.3% hits | AID 1662, 2009;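 active = mean replicate score, as percent of positive control median, at least 50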;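 note: strain carries kanamycin resistance gene driven by streptokinase promoter and grows in 40 µg/ml kanamycin; loss of luminescence reflects streptokinase promoter inhibition or plain growth inhibition; 0% = median of DMSO wells and 100% = positive control at its reference dose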
* = called active by the depositor; i = inactive; · = no result given.

Values run as follows: hERG protect | KCNK9 inh | KCNQ1 inh | HDAC3 inhib | RGS4 inh | RGS4 act | ANO1 activ | KCNQ1 act | KCNK3 block | ANO1 block | SKKanGAS inh
CCc1ccc(S(=O)(=O)c2n[nH]n3c2nc(=O)c2ccccc23)cc1
    -3 | i | i | -1 | i | i | i | i | i | i | 12
COc1cccc(NC(=O)c2cc([N+](=O)[O-])ccc2N2CCN(C)CC2)c1
    -10 | i | i | 1 | i | i | i | i | i | i | 3
CC(=O)NCCc1cc2cc(C)c(C)cc2[nH]c1=O
    -6 | i | i | 4 | i | i | i | i | i | i | -1
COc1ccc(C2=NN(c3nc(C(=O)O)cs3)C(O)(C(F)(F)F)C2)c(OC)c1 (stereo not given)
    -3 | i | i | -29 | i | i | i | i | i | i | -3
CC(=O)NC(CC(=O)NC1CCCCC1)c1ccccc1 (stereo not given)
    -14 | i | i | -3 | i | i | i | i | i | i | -1
O=C(NCc1ccc(Cl)cc1)c1ccc(CNc2c(N3CCCC3)c(=O)c2=O)cc1
    -9 | i | i | · | i | i | i | i | i | i | 2
CCOC(=O)N1CCC(N2C(=O)c3ccccc3C2Nc2ccc3c(C)cc(=O)oc3c2)CC1 (stereo not given)
    -17 | i | i | -385 | i | i | i | i | i | i | -1
CCOC(=O)N1CCN(C(=O)COC(=O)CNC(=O)c2ccc(C)cc2)CC1
    -6 | i | i | 5 | i | i | i | i | i | i | 1
CNC(=O)c1nnc(Cc2ccc(F)cc2)o1
    -4 | i | i | 2 | i | i | i | i | i | i | -6
CCOC(=O)c1sc(NC(=O)CSc2ncn[nH]2)c(C#N)c1C
    2 | i | i | 3 | i | i | i | i | i | i | 6
CCCCC(O)(CCCC)C(=O)NN(C(=O)OC)c1ccc(C)cc1
    -5 | i | i | -4 | i | i | i | i | i | i | -17
COc1ccc(NC(=S)N2CCc3cc(OC)c(OC)cc3C2)cc1
    -5 | i | i | 0 | i | i | i | i | i | i | 5
Cc1cccc2cc(CN(Cc3nnnn3C3CCCC3)C3CCCCC3)c(=O)[nH]c12
    -7 | i | i | 4 | i | i | i | i | i | i | -11
CC(C(=O)Nc1ccccc1F)N1C(=O)c2ccccc2C1=O (stereo not given)
    -5 | i | i | 3 | i | i | i | i | i | i | -8
O=C(NCCN1CCOCC1)c1cccs1
    -1 | i | i | -7 | i | i | i | i | i | i | -5
O=C(CSc1nnc2ccccn12)Nc1ccccc1C(=O)O
    -9 | i | i | -6 | i | i | i | i | i | i | -10
Cc1ccc(C)c(C(=O)CN2C3=NCCCN3c3ccccc32)c1
    -4 | i | i | -7 | i | i | i | i | i | i | -8
COc1cc(S(=O)(=O)NCC2CCCO2)c(OC)cc1Cl (stereo not given)
    -5 | i | i | -13 | i | i | i | i | i | i | 2
COc1ccc(OC)c(/C=N/NC(=O)c2ccc3nc[nH]c3c2)c1
    -3 | i | i | -3 | i | i | i | i | i | i | 1
COc1ccccc1Oc1coc2c(CN(C)C)c(O)ccc2c1=O
    -10 | i | i | -31 | i | i | i | i | i | i | -2
CCOc1ccc(N=C2C(=O)N(CN3CCOCC3)c3ccccc32)cc1
    -7 | i | i | 4 | i | i | i | i | i | i | -1
Cc1nnc(SCc2ccc(C(=O)Nc3cc(Cl)ccc3C)cc2)s1
    -5 | i | i | 0 | i | i | i | i | i | i | 1
O=C(c1ccc2c(=O)n3c(nc2c1)CCC3)N1CCN(S(=O)(=O)c2cccc(F)c2)CC1
    -12 | i | i | -6 | i | i | i | i | i | i | -8
Cc1ccc(S(=O)(=O)Nc2ccc3ccccc3n2)cc1
    -5 | i | i | 0 | i | i | i | i | i | i | 10
O=[N+]([O-])c1ccccc1Nc1ccccc1
    -23 | i | i | 12 | i | i | i | i | i | i | 1
CCCCn1c(-c2cccc(Br)c2)nc2cc3[nH]c(=O)c(C(C)C)nc3cc21
    -12 | i | i | -8 | i | i | i | i | i | i | 30
COC(=O)[C@H](CCSC)NC(=O)Nc1ccc(S(N)(=O)=O)cc1
    -12 | i | i | -10 | i | i | i | i | i | i | -10
NC(=O)c1cn(-c2ccccc2)nc1-c1cccnc1
    -5 | i | i | 1 | i | i | i | i | i | i | -3
COc1ccccc1N(CC(=O)N1CCCCCC1)S(=O)(=O)c1ccc(C)cc1
    -8 | i | i | -10 | i | i | i | i | i | i | -4
COCCCNc1ncnc2c1nc1n2CCCC1
    -3 | i | i | 1 | i | i | i | i | i | i | -2
CCOC(=O)c1ccc(CN2Cc3ccccc3C2=O)cc1
    -7 | i | i | 2 | i | i | i | i | i | i | 5
Cc1csc(NC(=O)C2CCCCC2C(=O)O)n1 (stereo not given)
    -5 | i | i | -5 | i | i | i | i | i | i | 2
O=C(CCc1ccccc1)NCC1OCCc2ccccc21 (stereo not given)
    -10 | i | i | 2 | i | i | i | i | i | i | -9
C/C(=N/NC(=O)CNC(=O)/C=C/c1ccccc1)c1ccco1
    -2 | i | i | 5 | i | i | i | i | i | i | 4
Cc1ccc(S(=O)(=O)NCCc2nnc3ccc(NCCCOC(C)C)nn23)cc1
    -10 | i | i | 0 | i | i | i | i | i | i | 0
COc1ccc(CCNC(=O)CN(c2ccccc2OC)S(C)(=O)=O)cc1OC
    -4 | i | i | -2 | i | i | i | i | i | i | -11
O/N=C(\Cc1cscn1)c1ccc(O)cc1O
    0 | i | i | 3 | i | i | i | i | i | i | -1
CC(=O)Nc1ccc(S(=O)(=O)NCCc2csc(-c3cccnc3)n2)cc1
    -8 | i | i | · | i | i | i | i | i | i | 2
CCN1CCC(N2CCN(c3ccc(F)cc3)CC2)CC1
    -5 | i | i | -1 | i | i | i | i | i | i | 3
O=C(Nc1ccc(Cl)cc1)Nc1ccccc1NS(=O)(=O)c1cccs1
    -6 | -10* | 7* | -1 | i | i | i | i | i | 100* | 8
Cc1ccc(S(=O)(=O)N2CCC(C(=O)OCC(=O)N(C)C3CCS(=O)(=O)C3)CC2)cc1C (stereo not given)
    -11 | i | i | 1 | i | i | i | i | i | i | 22
COc1ccc(S(=O)(=O)N(C)c2ccc(C(=O)NCc3ccco3)cc2)cc1OC
    -9 | i | i | -1 | i | i | i | i | i | i | 2
Cc1ccnc(NC(=S)N2CCN(c3cccc(C(F)(F)F)c3)CC2)c1
    -16 | i | i | 5 | i | i | i | i | i | 25* | 68*
COC(=O)c1ccc(C2c3[nH]c4ccccc4c3C[C@H]3C(=O)N(C4CC4)CC(=O)N23)cc1 (stereo not given in full)
    -3 | i | i | -2 | i | i | i | i | i | i | 5
Cc1csc(NC(=O)c2nc(-c3ccccc3)n(-c3ccccc3)n2)n1
    -22 | i | i | 16 | i | i | i | i | i | i | 14
CCC(C)(C)n1nnnc1C(c1cc(OC)ccc1OC)N1CCC(C(N)=O)CC1 (stereo not given)
    -3 | i | i | -1 | i | i | i | i | i | i | -2
O=c1cc(CN2CCOCC2)nc(C2CC2)[nH]1
    -6 | i | i | -1 | i | i | i | i | i | i | 1
COc1ccc(NC(=S)NC2CCN(Cc3ccccc3)CC2)cc1OC
    0 | i | i | -1 | i | i | i | i | i | i | -10
Cc1csc(NC(=O)/C=C/c2ccco2)n1
    -4 | i | i | 5 | i | i | i | i | i | i | 0
O=C(CCS(=O)(=O)c1cccc2nonc12)NCCc1ccccc1
    -12 | i | i | 2 | i | i | i | i | i | i | -5

(more compounds)
Values run as follows: hERG protect | KCNK9 inh | KCNQ1 inh | HDAC3 inhib | RGS4 inh | RGS4 act | ANO1 activ | KCNQ1 act | KCNK3 block | ANO1 block | SKKanGAS inh
O=C(Nc1sc2c(c1C(=O)NC1CCCCC1)CCC2)c1ccco1
    -1 | i | i | · | i | i | i | i | i | · | 9
Cc1ccc(OCc2nnc(SCC(N)=O)n2N)cc1
    -12 | i | i | · | i | i | i | i | i | i | 2
Cn1c(=O)c2ccccc2n2c(=S)[nH]nc12
    -3 | i | i | -1 | i | i | i | i | i | i | 2
CN(C)c1cc(-c2ccc(Br)cc2)oc(=O)c1Cl
    -4 | i | i | 0 | i | i | i | i | i | i | 12
c1ccc(Nc2nc(-c3ccccn3)cs2)cc1
    -23 | i | i | -1 | i | i | i | i | i | i | 100*
O=C(Nc1ccc2nc(-c3cccnc3)[nH]c2c1)C12CC3CC(CC(C3)C1)C2
    -3 | i | i | 8 | i | i | i | i | i | i | 6
CCCn1[nH]cc(SC)c(=O)c1=O
    -7 | i | i | 4 | i | i | i | i | i | i | -4
COc1ccccc1OC(=O)c1ccc(S(=O)(=O)N(C)C)cc1
    -6 | i | i | -6 | i | i | i | i | i | i | 2
O=C(c1cc2c(s1)-c1ccccc1OC2)N1CCN(c2ccccn2)CC1
    -10 | i | i | -7 | i | i | i | i | i | i | 8
COc1ccc(-n2cc(C(=O)O)c3ccccc3c2=O)cc1
    -8 | i | i | -4 | i | i | i | i | i | i | 9
Cc1cc2cc(CN(Cc3ccc4c(c3)OCO4)C(=O)c3cnccn3)c3nnnn3c2cc1C
    -13 | i | i | -11 | i | i | i | i | i | i | 6
CCOc1ccc(-n2ccnc(SCC(=O)NCc3cccc(OC)c3)c2=O)cc1
    -1 | i | i | · | i | i | i | i | i | i | 0
O=C(Cc1ccccc1[N+](=O)[O-])NCCCN1CCOCC1
    -5 | i | i | -2 | i | i | i | i | i | i | 0
Cc1c(C#N)c(NC(=O)C(C)C)n(Cc2ccccc2)c1C
    -5 | i | i | -9 | i | i | i | i | i | i | 2
CCc1ccc2oc(=O)cc(CN3CCN(Cc4ccccc4)CC3)c2c1
    -6 | i | i | -8 | i | i | i | i | i | i | 5
Cc1ccc(S(=O)(=O)N2CCN(C(=O)Cc3sc(C)nc3-c3ccc(F)cc3)CC2)c(C)c1
    -15 | i | i | -2 | i | i | i | i | i | i | -3
